Screening results deposited in PubChem by National Center for Advancing Translational Sciences (NCATS).
Chronic BCR inh = inhibitors of chronic active B-cell receptor signaling; AID 493014; Potency, µM (top dose mostly 46.1 µM), inactives show at the highest dose ratio change, negative = lower green/red ratio, hits mostly inhibitors; ABC-DLBCL IkBa-CBG/CBR reporter, luminescence ratio, 4 h; actives 0.05% (n = 340,000); active means well fitted inhibition curve with a large enough effect in the signal ratio, with a control signal flat, not every such curve was filed as active; inconclusive means small, poorly fitted or top-dose-only effect, or effect the other way, or a change in a side signal; the % refers to the signal ratio;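 further: potency means the concentration at half of the fitted maximal effect; plate controls were basal doxycycline-induced cells for no effect and cells given 10 µM MG132 for full effect; MG132 reads +100%, hits lower the ratio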
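Compounds up to 46 uM were incubated four hours with TMD8 cells whose green CBG68 luciferase is fused to IkappaBalpha; red CBR luminescence normalised the signal, and concentration-effect curves were fitted to fusion, red and ratio data.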
GALK inh = blocks human galactokinase activity | P51570 | Purified GALK, Kinase-Glo residual ATP luminescence | Potency, µM (titrated, usually from 57.5 µM), for inactives: top-dose activity change, negative = inhibition, usual class: inhibitors | actives 0.007% (n = 270,000) | AID 1868; further: potency means the concentration at half of the fitted maximal effect; on the % scale 0 is the no-effect control and ±100 the full control effect
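Kinase-Glo Plus luminescence measured ATP left after a 1 h room-temperature reaction. The reaction used 5 nM GALK, 100 uM galactose and 35 uM ATP at pH 8.0 (20 mM HEPES, 5 mM MgCl2, 60 mM NaCl, 1 mM DTT, 0.01% BSA).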
Tb PFK inh = inhibitors of T. brucei phosphofructokinase. Potency, µM (top dose mostly 57.5 µM), for the others: at the highest dose activity, negative = inhibition, hits mostly inhibitors. T. brucei PFK, ADP-Glo luminescence. actives 0.17% (n = 330,000). AID 485367. O15648;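 further: potency means the concentration at half of the fitted maximal effect; 0% = uninhibited 1x PFK enzyme wells and -100% = no-enzyme wells; nearly all actives have a fitted effect of over 60% in size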
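PFK 1.25 nM, F6P 0.5 mM, ATP 0.1 mM, 0.1 M TEA pH 8.0, 5 mM MgCl2, 0.01% Tween20, 0.1% BSA; 45 min RT. ADP-Glo readout. qHTS titration up to 57 uM; curves fitted, compounds curve-classed.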
B2AR arrestin = recruits beta-arrestin to the human beta2-adrenergic receptor. AID 492947. actives 0.02% (n = 330,000). beta-arrestin recruitment to beta2AR, cell-based reporter. Potency, µM (series often up to 46.1 µM), for the others: at the highest dose activation, most hits filed as activators. P07550;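 further: potency means the concentration at half of the fitted maximal effect; 0% = DMSO controls and full agonism = EC100 isoproterenol or metaproterenol; nearly all actives have a fitted effect of over 65% in size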
Target sequence (P07550 whole entry, looked up): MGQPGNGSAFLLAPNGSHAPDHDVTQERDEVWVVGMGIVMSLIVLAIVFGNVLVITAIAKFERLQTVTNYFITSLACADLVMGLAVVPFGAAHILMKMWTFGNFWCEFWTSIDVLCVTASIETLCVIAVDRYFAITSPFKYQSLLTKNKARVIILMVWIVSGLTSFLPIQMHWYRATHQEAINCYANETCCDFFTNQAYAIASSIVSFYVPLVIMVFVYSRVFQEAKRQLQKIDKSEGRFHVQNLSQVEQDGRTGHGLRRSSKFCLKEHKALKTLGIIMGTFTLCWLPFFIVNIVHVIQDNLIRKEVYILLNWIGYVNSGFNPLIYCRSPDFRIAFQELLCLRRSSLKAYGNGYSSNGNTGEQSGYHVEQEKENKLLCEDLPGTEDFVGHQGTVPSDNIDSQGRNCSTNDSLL
Coupling enz = coupling enzyme interference in Giardia aldolase counter-screen; coupling enzyme system counterscreen, AmpLite Red fluorescence; activity change, negative = inhibition, % at 58.2 µM, hits read low; actives 0.67% (n = 290,000); in the data active means activity change below about -30%; further: on the % scale 0 is the no-effect control and ±100 the full control effect
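Counterscreen lacking aldolase: glyceraldehyde-3-phosphate coupling-enzyme reagent preincubated 10 min at RT with compound (at 57.5 uM final), then substrate/coupling system with AmpLite Red added; fluorescence read at 525/598 nm after 20 min RT.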
a7 integrin act = activates integrin-mediated alleviation for muscular dystrophy; alpha7betagal myoblasts, beta-gal FDG fluorescence, 48 h; Potency, µM (top dose mostly 38.3 µM), inactives show at the highest dose activation, usual class: activators; actives 0.064% (n = 350,000); AID 624291;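 further: potency means the concentration at half of the fitted maximal effect; 100% = response of the positive control SU9516; nearly all actives have a fitted effect of over 60% in size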
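Alpha7betagal+/- myoblasts (passage 13) were plated 16-24 hr, then exposed to compounds (1:260 dilution of DMSO stock) for 48 hours at 37C. After MPER lysis, β-galactosidase reporter activity was read as FDG fluorescence (ex 480/em 540) after 30 minutes.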
S-ASM inh = blocks human secretory acid sphingomyelinase; P17405; placental ASM, HMU-PC fluorogenic substrate, 60 min; Potency, µM (highest dose often 57.5 µM), for the others: top-dose activity change, negative = inhibition, usual class: inhibitors; actives 0.006% (n = 340,000); AID 504937; further: potency means the concentration at half of the fitted maximal effect
Target sequence (P17405 47-631 limits assumed): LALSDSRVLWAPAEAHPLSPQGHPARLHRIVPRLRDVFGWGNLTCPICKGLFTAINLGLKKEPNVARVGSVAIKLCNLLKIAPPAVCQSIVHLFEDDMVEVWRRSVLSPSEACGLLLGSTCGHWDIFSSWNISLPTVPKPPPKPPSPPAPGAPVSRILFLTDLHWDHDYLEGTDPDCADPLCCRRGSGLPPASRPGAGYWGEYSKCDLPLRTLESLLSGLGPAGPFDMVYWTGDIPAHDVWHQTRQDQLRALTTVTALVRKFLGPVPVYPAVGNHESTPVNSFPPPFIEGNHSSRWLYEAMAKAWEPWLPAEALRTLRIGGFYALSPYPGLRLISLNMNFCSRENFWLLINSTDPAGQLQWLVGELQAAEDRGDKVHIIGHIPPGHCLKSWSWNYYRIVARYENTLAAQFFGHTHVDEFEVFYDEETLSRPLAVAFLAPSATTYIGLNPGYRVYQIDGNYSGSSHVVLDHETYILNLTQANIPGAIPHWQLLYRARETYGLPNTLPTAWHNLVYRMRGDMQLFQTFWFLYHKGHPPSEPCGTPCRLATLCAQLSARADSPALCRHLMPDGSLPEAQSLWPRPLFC
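Fluorescence read-out (Ex 386 nm, Em 447 nm) after stopping the reaction at pH 10. Enzyme: ASM from human placenta; substrate HMU-PC0, 9 uM final; 60 min, 37 °C. Compound preincubation 10 min, ambient temperature.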
Menin-MLL TR inh = menin-MLL binding inhibition, Texas Red mutant peptide; Menin + Texas Red MLL mutant peptide, fluorescence polarization; actives 0.23% (n = 270,000); Potency, µM (series often up to 61.6 µM), without a hit: at the top dose FP activity change, negative = inhibition, usual class: inhibitors; O00255; active means well fitted inhibition curve with a large enough effect in the polarisation, with a control signal flat, not every such curve was filed as active; inconclusive means small, poorly fitted or top-dose-only effect, or effect the other way, or a change in a side signal; inactive means no such curve, though single readings can be large or run the other way; the % refers to the polarisation; further: potency means the concentration at half of the fitted maximal effect; % of control where 0% means no effect; many of its hits are not listed in these tables
PKM2 act = PKM2 (human) enzyme activation; purified PKM2, Kinase-Glo ATP luminescence, activation; response scale: 0% is enzyme alone, no compound; actives 0.34% (n = 260,000); Potency, µM (titrated, usually from 57.5 µM), without a hit: top-dose activation, most hits filed as activators; P14618; further: potency means the concentration at half of the fitted maximal effect; on the % scale 0 is the no-effect control and ±100 the full control effect; nearly all actives have a fitted effect of over 55% in size
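Purified hPK-M2 (>95%) run at intermediate activity with 0.1 mM ADP and 0.5 mM PEP in 50 mM imidazole pH 7.2, KCl, MgCl2; 1 h room temperature. ATP formed read by Kinase-Glo luminescence; normalized to uninhibited and no-enzyme controls.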
PTAP TSG101 blk = blocks PTAP/TSG101 interaction to inhibit HIV-1 budding. AID 493005. Potency, µM (doses to about 115 µM), inactives show top-dose activity change, negative = inhibition, actives largely listed as inhibitors. Q99816. Fluorescence polarization, FITC-PTAP peptide / Tsg101 binding. 340,000 tested, under 10 active; active means well fitted inhibition curve with a large enough effect in the main read-out, with a control signal flat, not every such curve was filed as active; inconclusive means small, poorly fitted or top-dose-only effect, or effect the other way, or a change in a side signal; inactive means no such curve, though single readings can be large or run the other way; further: potency means the concentration at half of the fitted maximal effect; % of control where 0% means no effect
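FP read-out: FITC-PTAP peptide, 50 nM final, binding Tsg101 binding domain, 10 uM final; 20 min, r.t.; 10 mM HEPES pH 7.5, 0.15 M NaCl, 0.01% Tween 20, 3 mM EDTA, 0.1 mM TCEP.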
Giardia kill = Giardia lamblia killing | actives 0.15% (n = 340,000) | activity change, % at 7.66 µM, hits read low | Giardia lamblia trophozoite viability | AID 540267; in the data active means activity change below about -80%; inconclusive means between about -30% and that limit;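 further: parasites exposed to compound for two days anaerobically before the ATP read; on the % scale 0 is the no-effect control and ±100 the full control effect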
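Luminescent ATP signal served as the viability read-out, measured 15-30 min after adding ATP detection reagent to trophozoites that had been incubated with compounds for 48 hrs at 37 deg C anaerobically at 100 cells/well.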
* hit, by the source's call; ? = inconclusive; · = no result given; & = joins results of further samples; [ ] = remark or other dose. Unless noted, the call rests on the fitted dose curve; in most records, active means well fitted curve in the direction sought with a large enough effect; inconclusive means small, poorly fitted or top-dose-only effect, or another doubt; inactive means no such curve, though single readings can be large; an effect the other way counts as inactive or inconclusive. An excerpt; the hit share may differ from the screen's.

SMILES	Chronic BCR inh	GALK inh	Tb PFK inh	B2AR arrestin	Coupling enz	a7 integrin act	S-ASM inh	Menin-MLL TR inh	PKM2 act	PTAP TSG101 blk	Giardia kill
CC(C)OC(=O)C(C)Nc1ccc(F)c(Cl)c1 (stereo not given)	-5%	2%	1%	-0.5%	-1	3%	-2%	·	-1%	-2%	-24
COc1ccc(Cl)c(Cn2c(NCc3ccccn3)nc3c2c(=O)n(C)c(=O)n3C)c1	8%	0%	8%	-0.1%	1	-4%	2%	4%	1%	-3%	0
CN(C)c1ccc(/C=N/NC(=O)c2ccc(CN3C(=O)c4cccc5cccc3c45)cc2)cc1	-11%	-3%	16%	-0.3%	6	·	·	-25%	5%	·	·
COCCCn1c(=O)c2ccccc2n(CC(=O)NC2CCCC2)c1=O	1%	9%	-3%	-0.5%	3	-20%	-2%	4%	5%	-3%	-17
Cc1cccc(C(=O)OC2CCCN(C)C2)c1C (stereo not given)	-2%	0%	8%	-0.8%	0	13%	0%	-9%	·	1%	1
Cc1onc(-c2ccc(Cl)cc2)c1-c1ccnc(SCC(=O)Nc2cc(Cl)cc(Cl)c2)n1	5%	0%	?	-0.4%	-4	-23%	-10%	·	1%	-2%	-4
C=CCn1c(SCC(=O)c2ccc(CNC(C)=O)o2)nc2ccccc2c1=O	2%	-3%	-25%	2.9%	4	-17%	-2%	5%	16%	-1%	11
COc1ccc(CN(C)C(=O)COc2cccc(-n3cnnn3)c2)cc1OC	-1%	·	-6%	-0.2%	·	-6%	3%	·	·	-2%	-24
Nc1c(-c2n[nH]c(=S)n2-c2ccc(Cl)cc2Cl)cnn1-c1ccccc1	-2%	1%	-6%	-0.3%	-1	12%	2%	·	0%	1%	17
Cc1ccc(C(=O)COC(=O)CNC(=O)CN2C(=O)c3ccccc3C2=O)cc1	8%	1%	0%	-0.9%	5	12%	2%	3%	-2%	-1%	-8
O=C(COc1cccc(NC(=O)c2ccco2)c1)c1ccc(F)cc1	-16%	-2%	-1%	-1.9%	-1	14%	-2%	0%	6%	-11%	-10
Cn1cnnc1SCc1ccc(C(=O)NN)cc1	?	1%	-2%	-0.2%	-4	2%	-3%	-1%	5%	-2%	11
COc1ccccc1NC(=O)c1ccc(N2CC3CC(C2)c2cccc(=O)n2C3)c(NC(=O)c2cccnc2)c1 (stereo not given)	1%	3%	-13%	-1.0%	-5	14%	3%	3%	-1%[0.46 µM]	-2%	-4
COCCn1c(SCC(=O)NCc2ccco2)nnc1C(C)C	?	0%	1%	-0.8%	1	1%	1%	11%	5%	-2%	-7
O=C(NNC(=S)NC(=O)c1ccc(F)cc1)c1ccncc1	-4%	·	-2%	3.9%	·	14%	3%	·	·	1%	-16
COCCCNc1oc(-c2ccccc2OC)nc1C#N	-7%	-4%	-7%	-1.6%	-2	0%	7%	-17%	-10%	·	-11
COC(=O)c1cc(C(=O)OCC(=O)N2c3ccccc3NC(=O)C2(C)C)cc([N+](=O)[O-])c1	-5%	-3%	6%	-0.5%	1	-5%	-2%	-17%	1%	-7%	6
COc1ccc(CCN2C(=O)CC(C(N)=O)SC2=Nc2ccccc2)cc1 (stereo not given)	-2%	-2%	-21%	0.4%	-2	13%	-3%	·	0%	-1%	-11
NC1(C(=O)O)CC1	·	·	·	·	-1&2	·	4%	5%&12%&-14%	·	-1%	5
COc1ccc2[nH]c3c(c2c1)CCN1C(=O)C(CC(=O)NCc2ccc(OC)c(OC)c2)C[C@H](C(=O)N2CCOCC2)[C@@]31CCC1CCCC1 (stereo not given in full)	-2%	·	1%	-1.3%	·	-6%	-6%	·	·	-2%	4

Full records from above. Values in the order: Chronic BCR inh	GALK inh	Tb PFK inh	B2AR arrestin	Coupling enz	a7 integrin act	S-ASM inh	Menin-MLL TR inh	PKM2 act	PTAP TSG101 blk	Giardia kill
Profile of COCCCn1c(=O)c2ccccc2n(CC(=O)NC2CCCC2)c1=O → 1%	9%	-3%	-0.5%	3	-20%	-2%	4%	5%	-3%	-17
Profile of COc1ccc(CN(C)C(=O)COc2cccc(-n3cnnn3)c2)cc1OC → -1%	·	-6%	-0.2%	·	-6%	3%	·	·	-2%	-24
Profile of COc1ccc2[nH]c3c(c2c1)CCN1C(=O)C(CC(=O)NCc2ccc(OC)c(OC)c2)C[C@H](C(=O)N2CCOCC2)[C@@]31CCC1CCCC1 (stereo not given in full) → -2%	·	1%	-1.3%	·	-6%	-6%	·	·	-2%	4

Continuation.
SMILES	Chronic BCR inh	GALK inh	Tb PFK inh	B2AR arrestin	Coupling enz	a7 integrin act	S-ASM inh	Menin-MLL TR inh	PKM2 act	PTAP TSG101 blk	Giardia kill
COc1ccc(-c2cc(C(=O)NCC3CCCO3)c3ccccc3n2)c(OC)c1 (stereo not given)	1%	-2%	2%	0.3%	0	5%	89%[activator]	-30%	1%	2%	15
COC(=O)c1sccc1NC(=O)CSc1ccccc1NS(=O)(=O)c1ccccc1Cl	?	-3%	-6%	0.0%	6	21%	-1%	-14%	19%	6%	0
COc1ccc(CCNC(=O)C2CC(c3cccc(F)c3)=NO2)cc1 (stereo not given)	?	5%	-5%	-0.5%	2	13%	5%	·	-2%	-3%	-7
NNC(=O)c1cnn(-c2ccccc2)c1-n1cccc1	?	0%	-3%	-0.2%	0	-9%	0%	0%	2%	1%	-8
CCN(CC)C(=O)COc1ccc(S(=O)(=O)N2CCOCC2)cc1	-3%	0%	0%	-0.9%	1	21%	7%	13%	0%	-6%	4
CC(=O)Nc1ccc(N=C(C2=C(O)c3ccccc3C2=O)c2ccccc2)cc1	?	1%	-2%	0.2%	0	-13%	-28%	5%	4%	3%	8
Cc1nnsc1S(=O)c1ccc(Cl)c(Cl)c1 (stereo not given)	-11%	-3%	-4%	0.3%	-2	-63%[inhibitor]	1%	-14%	·	-2%	6
CNC(=O)/C(C#N)=C/c1ccc(OCCOc2ccccc2)cc1	?	2%	4%	-0.1%	-1	-21%	-7%	12%	16%	-5%	11
NC(=O)CSc1ncc(-c2ccc([N+](=O)[O-])cc2)[nH]1	12%	7%	-2%	0.1%	0	16%	-2%	9%	12%	-2%	9
Cc1cc(C(=O)N(C)Cc2ccc(Br)cc2)no1	-4%	0%	-6%	0.2%	0	5%	2%	-3%	-1%	-4%	-1
Cc1ccc(NC(=O)CN2CCC(NC(=O)C3CCCCC3)CC2)c(Br)c1	-1%	-2%	-2%	0.6%	1	1%	4%	-4%	-1%	0%	-10
O=C(Nc1cccc(F)c1)c1ccc(S(=O)(=O)N2CCCCC2)cc1	9%	2%	1%	-0.6%	0	-16%	-5%	?	-4%	0%	-5
Cc1ccsc1C(=O)NC1CCCCC1C (stereo not given)	-4%	·	-10%	-0.3%	·	-89%[inhibitor]	3%	·	·	-5%	7
Cc1nc2sc3c(c2c(=O)n1NC(=O)CCBr)CCCC3	-11%	6%	-5%	0.4%	5	-40%	-1%	-7%	0%	-15%	8
Cc1ccc(Cc2cnc(NC(=O)C3=NCCN3)s2)cc1	-2%	-3%	3%	0.1%	0	·	·	-7%	10%	·	·
CC(C)(C)n1ncc2c(=O)n(Cc3cc(F)c(Cl)cc3Cl)cnc21	1%	·	1%	-0.5%	·	·	13%	·	·	-3%	?
Cc1ccc(-c2csc(/C(C#N)=C(\O)CN3CCN(C(=O)c4ccco4)CC3)n2)cc1	-7%	-3%	-4%	-0.1%	0	?	-1%	?	-1%	-3%	-3
O=C(CSc1nnc(-c2ccncc2)o1)NC1CCCCC1	-6%	10%	-1%	0.2%	-1	-11%	1%	-2%	-2%	-8%	6
COc1ccc(C(=O)Nc2ccccc2N2CCOCC2)cc1Br	0%	-1%	0%	4.6%	0	2%	2%	13%	3%	0%	-20
Cc1noc(C)c1NC(=O)N(C)C[C@@H]1Oc2ccc(NS(=O)(=O)c3c(C)noc3C)cc2C(=O)N([C@H](C)CO)C[C@H]1C	-13%	·	-5%	-0.2%	·	28%	-3%	·	·	-1%	1
CCC(C)Nc1nc(-c2cccc(OC)c2O)nc2ccccc12 (stereo not given)	?	3%	-4%	-0.4%	1	-25%	?	?	-12%	0%	-14
